# DAX1 inh-1 – inhibitors of human orphan nuclear receptor DAX1 (NR0B1); P51843; HEK293 Gal4-DAX1 luciferase reporter, luminescence; inhibition, % at 6.75 µM; 0.99% of 340,000 active; AID 504766;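 active = inhibition above the mean over all tested compounds plus 3 SD, cut at about 4.2% in these data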;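 also: 0% = DAX1-transfected cells with DMSO and 100% = empty-vector control cells with DMSO; inhibition shows as a rise in luminescence from relieved DAX1 repression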
# Target sequence (P51843 207-470 limits assumed): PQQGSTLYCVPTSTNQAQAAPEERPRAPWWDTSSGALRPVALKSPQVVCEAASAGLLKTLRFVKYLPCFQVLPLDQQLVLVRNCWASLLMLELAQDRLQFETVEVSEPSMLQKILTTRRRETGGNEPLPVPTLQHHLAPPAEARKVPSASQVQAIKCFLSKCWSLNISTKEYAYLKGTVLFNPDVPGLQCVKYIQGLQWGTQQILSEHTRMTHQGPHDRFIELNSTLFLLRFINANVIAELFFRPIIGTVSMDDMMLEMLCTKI
# ADAM17 inh – ADAM17 inhibition, QFRET primary screen; AID 720648; recombinant ADAM17, EDANS/DABCYL FRET peptide cleavage; 0.83% of 370,000 active; P78536; inhibition, % at 6.95 µM;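 active = inhibition above the mean of compounds lying between control limits plus 3 SD, set per campaign, cut at about 8.5% in these data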;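 also: 0% = DMSO-only wells as the low control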
# Target sequence (P78536 215-824 limits assumed): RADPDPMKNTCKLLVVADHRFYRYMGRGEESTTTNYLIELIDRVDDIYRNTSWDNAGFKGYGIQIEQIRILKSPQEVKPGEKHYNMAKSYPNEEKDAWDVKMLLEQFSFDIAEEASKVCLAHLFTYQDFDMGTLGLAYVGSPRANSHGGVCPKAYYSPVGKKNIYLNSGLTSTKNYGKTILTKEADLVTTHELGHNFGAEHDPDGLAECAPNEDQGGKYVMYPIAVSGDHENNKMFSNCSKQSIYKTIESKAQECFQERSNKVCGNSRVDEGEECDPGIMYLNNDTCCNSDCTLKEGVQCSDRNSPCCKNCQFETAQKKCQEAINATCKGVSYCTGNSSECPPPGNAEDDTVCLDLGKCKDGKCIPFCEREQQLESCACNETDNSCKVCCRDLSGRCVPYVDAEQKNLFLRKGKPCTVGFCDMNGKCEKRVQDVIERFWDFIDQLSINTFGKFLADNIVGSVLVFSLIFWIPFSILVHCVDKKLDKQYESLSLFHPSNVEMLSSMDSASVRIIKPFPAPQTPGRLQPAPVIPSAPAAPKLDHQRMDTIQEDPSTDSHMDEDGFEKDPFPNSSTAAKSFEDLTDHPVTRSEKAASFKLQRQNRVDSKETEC
# hcDAF12 agonist – activators of H. contortus DAF-12 nuclear receptor; HEK293 hcDAF-12 lit1-tk-luc reporter, luminescence; 0% DMSO, 100% Δ7-dafachronic acid; activation, % at 6.8 µM; 1.4% of 370,000 active; AID 652067;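 active = activation above the mean of all tested compounds plus 3 SD, cut at about 5.5% in these data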;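 also: 100% = response to 3 µM Δ7-dafachronic acid high control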
# DAX1 inh-2 – inhibitors of DAX1 repression of SF-1 activated StAR promoter; HEK293T StAR-luciferase reporter, SF-1/DAX-1 repression relief; inhibition, % at 6.8 µM; 1.1% of 370,000 active; AID 652010;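 active = inhibition above the mean over all tested compounds plus 3 SD, cut at about 3.6% in these data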;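 also: 0% = DAX-1 cells with DMSO and 100% = cells lacking DAX-1 with DMSO; higher inhibition means more luminescence from relief of DAX-1 repression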
# ssDAF-12 act – activators of S. stercoralis DAF-12 nuclear receptor; HEK293 ssDAF-12/GRIP1 lit1-tk-luc reporter, luminescence; % of 3 µM dafachronic acid response; activation, % at 6.8 µM; 1% of 370,000 active; AID 652126;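 active = activation above the mean over all tested compounds plus 3 SD, cut at about 0.9% in these data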;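 also: 0% = DMSO-only wells and 100% = 3 µM delta7-dafachronic acid wells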
# hgDAF12 agonist – agonists of H. glycines DAF-12 nuclear receptor. HEK293 GAL4-hgDAF12 UAS-luciferase reporter, agonist luminescence; normalized to butyrate control. activation, % at 6.8 µM. 1.8% of 370,000 active;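 active = activation above a cutoff set at the mean of all screened compounds plus 3 SD, cut at about 10% in these data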;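 also: 0% = DMSO wells and 100% = sodium butyrate wells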
# sPLA2-III inh – Blocks human group III sPLA2 activity | Q9NZ20 | QFRET BODIPY PC-A2 liposome hydrolysis, fluorescence | inhibition, % at 12.2 µM | 0.56% of 370,000 active;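 active = inhibition above mean plus 3 SD of compounds lying within the high and low control bounds, cut at about 19% in these data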;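 also: 0% = median of test compound wells and 100% = no enzyme DMSO wells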
# PLCb3 inh – inhibitors of human phospholipase C beta3; Purified PLC-beta3, fluorogenic substrate, fluorescence; inhibition, % at 12.2 µM; 0.18% of 370,000 active; AID 720704; in the data active = inhibition above about 11%;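 also: 0% = median of compound wells on plate and 100% = full blocker control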
# PLC-gamma1 inh – inhibitors of human phospholipase C gamma1 | P19174 | purified PLC-gamma1, fluorogenic substrate, fluorescence | inhibition, % at 12.2 µM | 0.84% of 370,000 active | AID 720700; in the data active = inhibition above about 9.5%
# ADAM10 inh – inhibitors of human ADAM10; 0.62% of 370,000 active; AID 720582; recombinant ADAM10, EDANS/DABCYL FRET peptide cleavage, 3 h; inhibition, % at 7 µM;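 active = inhibition above a per-campaign cutoff equal to the mean of compounds falling between control-based bounds plus 3 SD, cut at about 20% in these data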;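 also: 0% = DMSO wells while the 100% control is not disclosed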
# FXN GAA850 act – activators of GAA850 frataxin (FXN) promoter; 0.56% of 360,000 active; HEK293 lucGAA850 FXN promoter luciferase reporter, 24 h; percent of 10 µM SAHA response; activation, % at 6 µM;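 active = activation above the average of all compounds screened plus 3 SD, cutoff fixed separately per campaign, cut at about 7.5% in these data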;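 also: 0% = DMSO wells and 100% = 10 µM SAHA wells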
# Numbers without * were called inactive; i = inactive; x = not tested or not shown.
SMILES,DAX1 inh-1,ADAM17 inh,hcDAF12 agonist,DAX1 inh-2,ssDAF-12 act,hgDAF12 agonist,sPLA2-III inh,PLCb3 inh,PLC-gamma1 inh,ADAM10 inh,FXN GAA850 act
Cc1occc1C(=O)NNC(=O)NC12CC3CC(CC(C3)C1)C2,1.4,-1,-0.3,1.2,-0.6,0.4,4,3,4,-3,2.3
CCc1nc(SCC(=O)Nc2ccccc2C)n[nH]1,0.9,6,0.8,-0.5,-1.3,1.0,2,-1,7,0,-0.6
CCOc1ccc(C(=O)OCC(=O)NCC2CCCO2)cc1 (centres undefined),2.0,4,0.3,3.5,-0.8,-0.1,5,-3,4,-10,-1.4
Nc1ccc(NS(=O)(=O)c2ccccc2)cc1,0.2,-4,-1.2,0.3,-0.5,0.7,4,2,1,-2,1.9
CCC1ON(c2ccccc2)C2c3nc4ccccc4n3CC12 (centres undefined),-0.4,0,1.7,-0.3,-0.8,-0.7,4,-2,-3,-4,0.0
C=CC[C@@H](CC(=O)NCCO)C(=O)NC[C@@H](OC(=O)[C@H](CC=C)CC(=O)OC(C)(C)C)c1ccccc1,0.3,-2,-1.4,-0.2,-1.3,0.3,1,3,1,-4,-0.2
COc1ccc(-c2nnn(CC(=O)N(CC(=O)NCCC(C)C)Cc3cccs3)n2)cc1OC,-1.2,0,-2.3,-0.8,-1.8,-1.7,-16,4,2,4,1.4
COc1ccccc1N1CCC(N2CCN(CC(C)(C)C)C(CCO)C2)CC1 (centres undefined),-0.1,-1,-0.7,-0.2,-0.2,0.2,-7,-1,0,-3,-0.2
Cc1nn(CC(=O)NCc2ccc(-n3cccn3)cc2)c(C)c1[N+](=O)[O-],0.7,-3,-1.5,0.1,-0.8,0.5,6,-1,0,0,-0.6
CC1(C)C(=O)Nc2ccccc2N1C(=O)COC(=O)c1ccc(Cl)c(S(=O)(=O)NCc2ccccc2)c1,-0.3,3,-2.1,-1.0,-1.1,-1.9,-38,0,3,8,-1.5
CCN(CC)S(=O)(=O)c1ccc(OC(C)C)c(NC(=O)c2c3c(nc4ccccc24)CCN(Cc2ccccc2)C3)c1,-2.2,7,-4.7,-0.8,-1.8,-7.4,-13,-10,-6,5,7.4
C#CCn1c(=NC(=O)c2cccs2)sc2cccc(OC)c21,0.6,-41,2.5,-1.6,-0.1,8.2,1,-240,-207,-175,4.1
O=C(Nc1ccc2c(c1)OCCO2)C(c1ccncc1)n1c(=O)c(-c2cc3ccccc3[nH]2)nc2ccccc21 (centres undefined),x,-89,8.8*,2.6,1.6*,12*,-13,i,i,-193,x
COC(=O)C1C2C=CC3(CN(CC4CCCO4)C(=O)C13)O2 (centres undefined),0.2,-5,-1.3,0.6,-1.1,-0.1,0,-1,1,-5,-2.7
O=C1OCCC1Sc1nc2ccccc2[nH]1 (centres undefined),0.3,-3,-0.7,-0.5,-1.2,-0.7,11,-5,3,-4,1.6
COc1ccc(N2CCN(C(=O)c3cccc(F)c3)CC2)c([N+](=O)[O-])c1,1.1,-5,0.0,-0.6,-1.6,-2.5,-3,-9,-1,-6,0.9
Cc1c(NC(=O)C(C)OC(=O)CC2Sc3ccccc3NC2=O)c(=O)n(-c2ccccc2)n1C (centres undefined),-1.8,-6,1.5,-0.3,0.1,1.1,3,2,-1,-5,0.7
O=C(Cc1ccc(Cl)cc1)NCCc1ccc(F)cc1,x,-4,-1.4,-0.1,-1.3,0.4,-2,-7,1,-10,0.1
Cc1ccc(Cl)cc1NC(=S)N(Cc1cccs1)C1CCCC1,0.9,-7,-0.8,0.3,-1.4,-2.6,9,-8,9,-3,-1.6
CC(C)(C)NC(=O)c1sccc1C(=O)O,0.5,3,0.3,0.5,-1.0,-1.5,1,0,2,0,0.6
CCOc1ccc(OCc2ccc(C(=O)NCc3cccnc3)o2)cc1,-1.4,-5,0.1,-0.9,-1.3,0.8,-3,2,1,-1,-1.8
COC(=O)c1ccc(Cn2ccc3ccc(-c4ccc5ccn(Cc6ccc(OC)cc6)c5c4)cc32)cc1,x,-6,3.3,0.0,-0.4,0.9,11,-106,-77,-18,x
COc1ccccc1NC(=O)c1ccc(NC(=O)Cc2n[nH]c(=O)c3ccccc23)cc1,-0.6,-10,-1.4,0.6,-1.5,5.3,-7,-7,0,2,-0.7
COc1ccccc1NC1CCCCC1NS(=O)(=O)c1ccccc1 (centres undefined),-0.3,2,-0.7,-0.1,-1.0,-0.3,-3,-4,1,1,-0.6
COc1ccccc1C(=O)Nc1nnc(S(=O)(=O)N2CCCCCC2)s1,-0.8,-2,-0.5,-1.6,-1.5,4.3,4,3,1,-10,0.8
# (continued)
SMILES,DAX1 inh-1,ADAM17 inh,hcDAF12 agonist,DAX1 inh-2,ssDAF-12 act,hgDAF12 agonist,sPLA2-III inh,PLCb3 inh,PLC-gamma1 inh,ADAM10 inh,FXN GAA850 act
CC(=O)Nc1nc(-c2ccc3ccccc3c2)cs1,2.9,-1,4.9,2.0,-0.1,13*,-2,-4,3,-5,3.0
C=CCNC(=S)N1CCN(Cc2ccc3c(c2)OCO3)CC1,1.8,0,-0.9,-0.2,-1.5,1.6,6,-2,2,3,0.1
COc1ccc(NC(=O)CNc2cccc(C#N)c2)cc1Cl,-0.7,-1,-1.9,-0.7,-0.8,0.0,-8,2,5,-7,-0.6
N#Cc1ccc(S(=O)(=O)N2CCN(Cc3cccs3)CC2)cc1,-0.2,2,-0.5,-1.3,-1.5,3.4,-3,-5,-5,-8,0.8
CON1C(=O)C(=O)N(OC)C2CCCCCC21 (centres undefined),0.4,-3,3.2,-0.1,-0.6,0.3,5,2,3,1,-0.4
CC1CCN(C(=O)C2(NC(=O)Nc3cccc(F)c3)CCCCC2)CC1,0.1,-7,-1.1,0.0,-0.9,-0.5,9,-1,1,0,0.6
COc1ccccc1-c1cc(C(=O)NN)[nH]n1,x,1,-1.6,-1.5,-1.3,3.6,0,-5,1,-5,-1.7
O=C(CNC(=O)c1ccccc1F)NCCc1ccc(Cl)cc1,-1.1,-2,-0.2,-0.1,-0.8,-0.2,5,-3,3,14,-1.2
COc1cc(CCC(=O)Nc2nccs2)cc(OC)c1OC,-0.1,-3,-2.6,-0.7,-0.9,-0.4,1,1,1,-2,-0.7
O=C(/C=C/Nc1ccccc1F)c1cccs1,-0.2,-1,26*,5.7*,3.9*,29*,-10,-17,-10,5,3.4
O=C(O)CSc1nnc2c(n1)[nH]c1ccccc12,0.5,0,4.2,0.2,0.0,2.2,10,-4,0,-7,2.3
C/C(=N\NC(=O)c1cccc(S(=O)(=O)N2CCCCC2)c1)c1ccc(C)o1,-0.4,-4,0.3,1.7,-1.9,1.9,-2,0,-2,-2,-0.8
CCOc1cc(C)c(Cl)cc1S(=O)(=O)n1nnc2ccccc21,0.1,-3,-0.2,-0.7,-1.4,0.9,-1,0,1,1,0.8
COc1ccccc1C(O)(C(=O)N(NC(C)=O)c1ccccc1)c1ccccc1OC,0.4,-1,-0.7,0.5,0.2,2.0,0,-1,3,9,-0.6
CC(=O)Nc1ccc(NC(=O)C2(C)Cc3c(-c4ccc(NC(C)=O)cc4)ccnc3O2)cc1 (centres undefined),x,-3,-1.8,-0.3,-1.2,-1.4,4,1,-3,-10,1.2
CC1=C(C(=O)N2CCOCC2)CC(CC(=O)NC2CC2)C(=O)N1CCC1=CCCCC1 (centres undefined),x,-3,-1.0,-0.1,-0.3,-2.1,0,2,0,-3,x
O=C(O)c1ccc(S(=O)(=O)c2ccc3c(c2)C(=O)N(c2ccc(Br)cc2)C3=O)cc1,-1.0,-2,5.3,0.2,0.3,3.4,3,-4,1,-6,0.1
O=C(N[C@@H](Cc1cccnc1)C(=O)N1CCC[C@H]1C(=O)NCCc1ccccc1Cl)c1ccco1,x,-3,0.4,0.3,-0.3,1.3,0,1,1,-5,x
Cn1cc(CN(Cc2ccccc2)C[C@@H]2CCC(=O)N2)c(-c2ccccc2F)n1,0.1,1,1.0,0.4,-0.5,4.4,-5,1,0,0,1.1
CCC(=O)Nc1ccc(C(=O)Nc2cccc(C)n2)cc1,1.1,-3,-0.7,2.1,-0.6,6.5,8,2,0,2,1.6
O=C(Cn1cnc2sc(-c3ccccc3)cc2c1=O)NCc1ccco1,1.1,-5,0.2,-0.2,-1.5,0.1,-13,0,1,-12,-1.1
CC[C@]12c3[nH]c4ccccc4c3CCN1C(=O)C(CC(=O)NCCc1ccccn1)C[C@@H]2C(=O)N1CCN(C(=O)C2CC2)CC1 (some centres undefined),0.5,-7,-1.3,1.9,-0.8,0.4,9,-4,-1,-18,1.2
COc1cc(C(=O)Nc2ccc(C)c(S(=O)(=O)N(C)C)c2)ccc1OCC(=O)N1CCOCC1,-0.7,-2,1.2,0.7,-0.3,0.5,-8,-7,6,4,3.9
O=C1c2cc(Br)ccc2OC2C=CC=CC12 (centres undefined),-1.3,-4,0.2,1.4,-1.5,4.8,1,-3,-6,-13,1.1
CC1=C(C(=O)Nc2cccc(F)c2)C(c2ccsc2)C2=C(CC(C)(C)CC2=O)N1 (centres undefined),-1.8,-113,-1.8,-0.9,-0.6,-0.2,1,-359,-285,-369,-5.9
# (continued)
SMILES,DAX1 inh-1,ADAM17 inh,hcDAF12 agonist,DAX1 inh-2,ssDAF-12 act,hgDAF12 agonist,sPLA2-III inh,PLCb3 inh,PLC-gamma1 inh,ADAM10 inh,FXN GAA850 act
Cc1ccc(NC(=O)N2CCCC(c3ccccc3)C2)cc1 (centres undefined),0.2,1,-1.7,-0.4,-0.8,0.8,-8,-2,-2,4,1.5
COc1ccccc1-n1nnnc1S(=O)(=O)Cc1ccc(Cl)cc1,-3.0,-3,-1.7,-3.3,-1.8,-9.1,-32,-1,2,1,-12
Cc1ccc(CC(=O)Nc2nc3ccccc3s2)cc1,-0.9,0,-0.2,-0.5,0.1,4.4,-23,-1,1,10,3.1
COc1ccc(CN2C(=O)c3cccnc3C2=O)cc1S(=O)(=O)NCc1ccc(C)cc1,0.2,0,-0.7,0.2,-1.6,0.0,4,-7,0,0,-0.4
Cn1ccnc1SCC(=O)N(C1CCCCC1)C1CCCCC1,-0.4,-7,-1.1,-0.3,-0.8,1.9,0,-2,-1,-6,1.9
Cc1ccc(-c2onc3ccc(C(=O)O)cc23)cc1,-2.5,-4,9.4*,3.5,1.0*,19*,3,-17,-13,-15,3.0
Cc1ccccc1NC(=O)c1[nH]cnc1C(=O)NN,0.7,13*,-2.4,0.3,-1.8,-2.4,10,-5,9,7,1.8
CCCc1cc(NC(=O)CCl)n(-c2ccccc2)n1,0.1,-3,0.5,-2.2,-0.8,-4.1,5,-1,-1,-4,-7.0
COC(=O)[C@@]1(C(C)C)N=C(c2cc(OC)c(OC)c(OC)c2)[C@]2(O1)C(=O)N(C)c1ccccc12,x,-3,-1.4,-2.0,-1.9,-1.3,-4,5,1,-7,x

# Screening results from PubChem BioAssay.
